From PubChem BioAssay
BaF3 parental: parental Ba/F3 cell viability inhibition, counter-screen for JAK2V617F inhibitor project, murine pro-B, CellTiter-Glo luminescence. CellTiter-Glo ATP luminescence. AID 1486, 2009. inhibition, % at 5.6 µM. actives 1.1% (n = 220,000);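 active means inhibition above a per-campaign cutoff, the mean inhibition of all tested compounds plus 3 SD, cut at about 27% in these data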;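 further: 0% = DMSO wells and 100% = JAK Inhibitor I control wells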
CHOP inh: inhibitors of CHOP promoter induction, primary screen, cell-based, unfolded protein response, luciferase reporter; CHO-K1 CHOP-promoter luciferase, tunicamycin-induced, 15-18 h; inhibition, % at 10 µM; actives 3.8% (n = 220,000); AID 2732, 2010;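 active means compounds that reduced the stress-induced luciferase reporter signal by more than about 70% of percent inhibition, limit read from the data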;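 further: 0% = tunicamycin plus vehicle and 100% = wells without tunicamycin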
p47phox inh: p47phox/p22phox peptide binding inhibitors, primary screen, biochemical, uHTS, NADPH oxidase regulatory subunit | Neutrophil cytosol factor 1 (Homo sapiens), P14598 | fluorescence polarization, 2 h | inhibition, % at 24.7 µM | actives 0.53% (n = 220,000);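 active means inhibition above about 30%, limit read from the data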;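 further: 0% = p47phox with labelled peptide and 100% = labelled peptide alone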
Ba/F3 V617F tox: reduced viability of JAK2V617F-dependent Ba/F3 cells, primary screen, JAK2V617F inhibitor project, cell-based, Ba/F3 EpoR-JAK2V617F, luminescence; ATP luminescence; inhibition, % at 5.6 µM; actives 1.1% (n = 220,000); AID 1446, 2008;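 active means inhibition above the campaign mean plus 3 SD over all tested compounds, cut at about 24% in these data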;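 further: cytokine-independent growth of Ba/F3 cells driven by EpoR plus mutant JAK2; 0% = DMSO-treated cells and 100% = JAK inhibitor I control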
S1P4 ag: S1P4 receptor agonists, primary screen, cell-based. Sphingosine 1-phosphate receptor 4 (Homo sapiens), O95977. S1P4-expressing cell line, agonist reporter assay. activation, % at 4.98 µM. actives 0.35% (n = 220,000); in the data active means activation above about 11%;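 further: 0% = DMSO vehicle and 100% = reference agonist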
NPY-Y2 PAM-ag: NPY-Y2 potentiators or agonists, primary screen, cell-based; Neuropeptide Y receptor type 2 (Homo sapiens), P49146; actives 0.45% (n = 220,000); cells expressing NPY-Y2, potentiator/agonist read-out; activation, % at 3.6 µM; in the data active means activation above about 27%;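 further: cells stimulated with NPY near EC25 plus isoproterenol at EC100; 0% = vehicle plus submaximal agonist and 100% = vehicle plus saturating agonist; some results beyond the cut were filed as inactive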
Target sequence (P49146 whole entry, looked up): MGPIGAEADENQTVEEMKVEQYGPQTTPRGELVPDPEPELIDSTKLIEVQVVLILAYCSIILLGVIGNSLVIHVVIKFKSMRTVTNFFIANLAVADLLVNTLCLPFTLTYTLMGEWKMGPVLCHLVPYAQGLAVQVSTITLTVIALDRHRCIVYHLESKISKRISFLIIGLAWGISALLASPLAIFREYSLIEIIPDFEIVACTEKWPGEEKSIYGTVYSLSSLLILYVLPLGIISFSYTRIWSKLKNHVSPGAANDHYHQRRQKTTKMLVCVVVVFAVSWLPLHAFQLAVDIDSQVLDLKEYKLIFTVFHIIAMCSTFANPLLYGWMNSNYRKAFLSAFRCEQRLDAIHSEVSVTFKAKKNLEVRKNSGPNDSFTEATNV
NPY-Y1 PAM-ag: NPY-Y1 receptor potentiators or agonists, primary screen, cell-based. Neuropeptide Y receptor type 1 (Homo sapiens), P25929. activation, % at 3.6 µM. actives 0.37% (n = 220,000). NPY-Y1 expressing cells, potentiator/agonist activation; in the data active means activation above about 33%, passing the limit was not always enough;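 further: cells stimulated with NPY at EC10 then isoproterenol at EC100; 0% = low agonist plus stimulus and 100% = saturating agonist plus stimulus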
S1P4 antagonist: S1P4 receptor antagonists, primary screen, cell-based; inhibition, % at 4.98 µM; actives 0.26% (n = 220,000); Sphingosine 1-phosphate receptor 4 (Homo sapiens), O95977; S1P4-expressing cells, antagonist mode, reporter read-out; in the data active means inhibition above about 29%;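 further: 0% = wells stimulated with agonist and 100% = vehicle wells without agonist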
NPY Y1 blocker: NPY-Y1 receptor antagonists, primary screen, cell-based | HEK293-CNG Y1 cells, membrane potential fluorescence; NPY at EC95, then isoproterenol | inhibition, % at 3.6 µM | actives 1% (n = 200,000);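 active means inhibition above the campaign mean inhibition of all tested compounds plus 3 SD, cut at about 20% in these data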;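 further: 0% = DMSO wells given NPY plus isoproterenol and 100% = isoproterenol alone without NPY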
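Material: HEK293 Y1/CNG channel cell line; also added: NPY (25 nM), isoproterenol (1 µM), Ro 20-1724 (25 µM); doses: one concentration, 3.6 µM, in 0.4% DMSO; schedule: compound incubation 1 h at room temperature, readout 45 min post-stimulation; technique: membrane potential fluorescence; measure: fluorescence ratio normalized to % inhibition between controls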
Numbers without * were called inactive; · = no result given.

SMILES	BaF3 parental	CHOP inh	p47phox inh	Ba/F3 V617F tox	S1P4 ag	NPY-Y2 PAM-ag	NPY-Y1 PAM-ag	S1P4 antagonist	NPY Y1 blocker
Cc1cc(NC(=O)CCC(=O)N(Cc2ccco2)C(C(=O)NCC2CCCO2)c2ccncc2)no1 (stereo not given)	4	25	·	-1	0.1	-3	11	-2	-2
Cc1cc(C(C)(C)C)oc1C(=O)N(CC(=O)NC1CCCC1)Cc1ccc(F)cc1	6	-4	-4	1	1.0	4	19	1	0
Cc1cccc(CCNS(=O)(=O)c2ccc3c(c2)n(C)c(=O)c(=O)n3C)c1	4	32	-7	-3	-0.5	-1	-1	-31	3
COc1ccc(/C=C/C(=O)Nc2ccccc2C)cc1S(=O)(=O)N1CCOCC1	-3	-9	3	4	-0.3	-10	4	-5	·
Cc1c(C(=O)Nc2ccc3oc(-c4cccnc4)nc3c2)oc2ccccc12	1	100*	-5	-1	0.2	3	2	-14	-3
O=C(CSCCO)Nc1cccc2ccccc12	3	-5	-4	-4	-0.9	-5	10	-18	-6
Cc1cc(N(CC(=O)NC(C)C)S(C)(=O)=O)ccc1Br	3	19	7	-5	2.4	14	9	-6	3
CCOC(=O)N1CCC(NC(=O)CC(NS(=O)(=O)c2ccc(C)cc2)c2ccco2)CC1 (stereo not given)	7	12	-1	-2	1.6	-10	4	-18	1
COc1ccc(-c2cn3c(C)c(C(=O)Nc4ccncc4)sc3n2)cc1	9	65	-23	-3	-2.4	-21	-18	-13	-3
CC(C)N1CCN(Cc2ccc3c(c2)Cc2ccccc2-3)CC1CCO (stereo not given)	8	-6	-6	0	0.0	-1	11	2	8
Cc1ccc(NC(=O)CSc2nnc(COc3ccc(C#N)cc3)n2-c2ccccc2)cc1C	2	-16	0	-1	1.3	-3	-18	-2	-5
O=C(c1ccccc1)N1CCN(CC(O)COC2CCCCC2)CC1 (stereo not given)	2	11	9	-2	1.1	-14	-18	-1	5
CCc1ccc(N2CC(O)=C(c3nc4ccccc4c(=O)[nH]3)C2=N)cc1	2	19	3	-1	0.2	-9	-14	-2	-2
CCn1ncc(/C=N/O)c1C	2	10	10	0	3.9	-6	-10	-9	-3
CCCCN(CC)C(=O)c1cc2cc3ccc(OC)cc3nc2o1	7	20	-11	1	-1.2	-5	0	-1	3
Cn1cc(CNC(=O)c2cc(-c3ccccc3)nc3ccc(Br)cc23)cn1	2	-10	5	-4	0.8	10	-10	-8	2
Cn1c(=O)c(C(=O)Nc2ncccn2)c(O)c2ccccc21	5	·	·	2	-2.0	-4	-26	10	2
COc1ccc(-n2c(SCC(=O)N3CCOCC3)nnc2C(C)N2CCCCC2)cc1 (stereo not given)	-2	-14	-6	-2	0.9	7	6	-4	·
CC1Cc2ccccc2N1Cc1nc2cc(C(F)(F)F)ccc2c(=O)[nH]1 (stereo not given)	4	49	-52	3	0.2	20	12	4	-5
COc1ccc(C(CC(=O)c2ccc(C)cc2)Nc2ccc([N+](=O)[O-])cc2)cc1 (stereo not given)	4	19	-10	-1	-0.3	5	-7	7	11
C=C(C)CC1(NC(C)c2ccccc2)CCCCC1 (stereo not given)	1	45	4	4	-0.1	6	24	-41	5
CCOC(=O)C1=C(CSc2nc(-c3ccncc3)ccc2C#N)OC(N)=C(C#N)C1c1ccc(OC)cc1 (stereo not given)	6	14	-94	-2	1.9	-2	-3	0	-5
CC1=NN(C(=O)Cn2ccc([N+](=O)[O-])n2)C(O)(C(F)(F)F)C1 (stereo not given)	6	22	-1	5	-1.6	3	-11	-9	3
CC(C)CC(=O)NC(c1cccs1)c1ccc2cccnc2c1O (stereo not given)	75*	79*	2	65*	1.5	-5	-3	-22	9
COCCN(CC(=O)NCc1ccccc1)C(=O)CCC(=O)Nc1ccccn1	1	24	-2	3	1.1	0	8	-6	6
COc1ccccc1N(CC(=O)NCC(C)C)S(=O)(=O)c1cccs1	-1	25	-15	-4	0.1	-4	17	3	-1
COc1ccccc1NC(=O)/C(=N/OCc1ccc(C#N)cc1)C(C)=O	5	13	3	0	0.4	-6	-2	3	-2

Grouped by structure: those above containing four or more nitrogen atoms
SMILES	BaF3 parental	CHOP inh	p47phox inh	Ba/F3 V617F tox	S1P4 ag	NPY-Y2 PAM-ag	NPY-Y1 PAM-ag	S1P4 antagonist	NPY Y1 blocker
Cc1cc(NC(=O)CCC(=O)N(Cc2ccco2)C(C(=O)NCC2CCCO2)c2ccncc2)no1 (stereo not given)	4	25	·	-1	0.1	-3	11	-2	-2
COc1ccc(-c2cn3c(C)c(C(=O)Nc4ccncc4)sc3n2)cc1	9	65	-23	-3	-2.4	-21	-18	-13	-3
Cc1ccc(NC(=O)CSc2nnc(COc3ccc(C#N)cc3)n2-c2ccccc2)cc1C	2	-16	0	-1	1.3	-3	-18	-2	-5
CCc1ccc(N2CC(O)=C(c3nc4ccccc4c(=O)[nH]3)C2=N)cc1	2	19	3	-1	0.2	-9	-14	-2	-2
Cn1cc(CNC(=O)c2cc(-c3ccccc3)nc3ccc(Br)cc23)cn1	2	-10	5	-4	0.8	10	-10	-8	2
Cn1c(=O)c(C(=O)Nc2ncccn2)c(O)c2ccccc21	5	·	·	2	-2.0	-4	-26	10	2
COc1ccc(-n2c(SCC(=O)N3CCOCC3)nnc2C(C)N2CCCCC2)cc1 (stereo not given)	-2	-14	-6	-2	0.9	7	6	-4	·
CCOC(=O)C1=C(CSc2nc(-c3ccncc3)ccc2C#N)OC(N)=C(C#N)C1c1ccc(OC)cc1 (stereo not given)	6	14	-94	-2	1.9	-2	-3	0	-5
CC1=NN(C(=O)Cn2ccc([N+](=O)[O-])n2)C(O)(C(F)(F)F)C1 (stereo not given)	6	22	-1	5	-1.6	3	-11	-9	3
COCCN(CC(=O)NCc1ccccc1)C(=O)CCC(=O)Nc1ccccn1	1	24	-2	3	1.1	0	8	-6	6
